# luminol inh ctr = luminol signal inhibition, Nox1 inhibitor counter-screen. HRP/luminol/H2O2 chemiluminescence counterscreen. inhibition, % at 6.7 µM. 16,000 compounds, 0.4% hits; also: reference of the scale not given here
# PME-1 Maybridge = inhibitors of human PME-1 in Maybridge library. Q9Y570. recombinant PME-1, FP-Rh probe fluorescence polarization. inhibition, % at 9 µM. 16,000 compounds, 0.5% hits; in the data active = inhibition above about 30%
# Target sequence (Q9Y570 whole entry, looked up): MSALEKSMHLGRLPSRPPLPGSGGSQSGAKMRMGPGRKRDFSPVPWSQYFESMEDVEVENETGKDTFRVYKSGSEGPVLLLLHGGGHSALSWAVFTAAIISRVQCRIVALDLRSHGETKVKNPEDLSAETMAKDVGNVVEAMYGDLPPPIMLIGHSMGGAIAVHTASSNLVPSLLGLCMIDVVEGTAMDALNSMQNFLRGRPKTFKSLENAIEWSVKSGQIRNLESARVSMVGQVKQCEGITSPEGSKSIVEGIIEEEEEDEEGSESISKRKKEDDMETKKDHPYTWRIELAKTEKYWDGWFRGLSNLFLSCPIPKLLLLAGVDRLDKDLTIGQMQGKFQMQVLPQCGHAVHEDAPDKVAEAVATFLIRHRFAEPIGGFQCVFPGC
# Nox1 inhibitor = blocks human NADPH oxidase 1 activity; Q9Y5S8; HT29 cells, luminol chemiluminescence ROS; inhibition, % at 6.7 µM; 16,000 compounds, 0.81% hits; AID 1792
# Target sequence (Q9Y5S8 whole entry, looked up): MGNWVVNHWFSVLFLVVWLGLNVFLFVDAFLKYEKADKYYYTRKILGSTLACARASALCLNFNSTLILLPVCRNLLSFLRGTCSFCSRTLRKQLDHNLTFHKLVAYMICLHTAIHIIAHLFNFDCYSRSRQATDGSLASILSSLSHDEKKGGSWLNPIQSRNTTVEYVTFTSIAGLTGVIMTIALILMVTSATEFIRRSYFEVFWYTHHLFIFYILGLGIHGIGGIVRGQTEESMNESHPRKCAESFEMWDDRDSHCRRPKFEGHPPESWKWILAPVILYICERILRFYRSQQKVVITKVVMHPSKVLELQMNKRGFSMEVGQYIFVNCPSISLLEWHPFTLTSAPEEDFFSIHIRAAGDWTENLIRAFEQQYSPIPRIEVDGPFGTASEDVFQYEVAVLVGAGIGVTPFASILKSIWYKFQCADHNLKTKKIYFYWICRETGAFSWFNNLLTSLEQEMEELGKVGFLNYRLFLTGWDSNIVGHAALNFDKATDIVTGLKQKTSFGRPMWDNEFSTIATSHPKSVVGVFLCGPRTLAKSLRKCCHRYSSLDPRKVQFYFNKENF
# NOTCH ag = activates NOTCH signaling in reporter cells; activation, % at 2.5 µM; 15,000 compounds, 0.4% hits; NOTCH signaling luciferase reporter cells, luminescence; in the data active = activation above about 2.2%
# rat GALR2 ag = GALR2 (rat) receptor agonism; cell-based GALR2 agonist screen; 16,000 compounds, 0.5% hits; activation, % at 10 µM; O08726; in the data active = activation above about 15%
# OPRK1 antag MB = blocks the human kappa opioid receptor, Maybridge compounds; 16,000 compounds, 0.4% hits; inhibition, % at 9 µM; OPRK1 cells, antagonist mode, fluorescence readout; AID 652031; P41145; in the data active = inhibition above about 50%
# S1P1 ag = activates the human S1P1 receptor; P21453; S1P1 agonist cell-based reporter assay; activation, % at 4.5 µM; 16,000 compounds, 1.5% hits; AID 1044; in the data active = activation above about 80%
# TLR4-MyD88 inh = blocks binding of human TLR4 to MyD88 | AID 811 | inhibition, % at 10 µM | 16,000 compounds, 0.06% hits | O00206 | Cell-based TLR4-MyD88 binding inhibition assay; in the data active = inhibition above about 45%
# Starred values were filed as active, the others as inactive; . = no result given. Rule as the data show it, unless noted: active = inhibition above about 75%; inactive = the rest.
SMILES,luminol inh ctr,PME-1 Maybridge,Nox1 inhibitor,NOTCH ag,rat GALR2 ag,OPRK1 antag MB,S1P1 ag,TLR4-MyD88 inh
Cn1c(SCc2nccn2Cc2ccc(Cl)cc2)nnc1C(F)(F)F,4,-6,-22,.,-10,-12,-1,1
O=C(Nc1ccc(Cl)cc1Cl)C1CCc2ccccc2O1 (stereo not drawn),4,-3,-16,-0.4,-9,-3,2,-5
Cc1onc(-c2ccccc2)c1C(=O)Oc1ccccc1N1CCOCC1,2,-2,-19,-0.2,-4,-13,-9,-3
C/C(=N\OCc1cccc(C(=O)N=S(C)(=O)c2ccccc2)c1)c1ccc(Cl)cc1 (stereo not drawn),2,-8,-60,-0.9,-11,3,49,-4
COc1ccccc1C(=O)NNc1cc(C(F)(F)F)ccn1,26,1,49,-0.4,-8,8,2,-3
CSc1nc(-c2cccs2)cc(C(F)(F)F)c1C#N,3,-3,-40,0.0,31*,-9,-13,-6
N/C(=N\O)c1ncc([N+](=O)[O-])s1,23,1,-21,-0.5,-8,17,-1,-3
O=S(=O)(CC(O)Cn1ccc(C(F)(F)F)n1)c1ccc(Cl)cc1 (stereo not drawn),0,0,-18,-0.2,-7,4,-22,4
Cc1ccc(S(=O)(=O)NC(=O)N2CCCN(Cc3ccc(Cl)cc3Cl)CC2)cc1,-1,1,-8,0.8,-4,7,9,12
Cc1ccc(S(=O)(=O)/N=C/N(C)C)cc1,-2,-2,7,.,-6,3,-4,-1
CC12CCC(=O)C=C1C[C@@H](C(=O)OC1CCCC1)C1C2CCC2(C)C1CC[C@@]21CCC(=O)O1 (stereo partly drawn),-2,2,-22,-0.4,-4,-6,-6,-2
Cc1nn(S(=O)(=O)c2ccc(Cl)s2)c(C)c1[N+](=O)[O-],-6,13,2,0.3,-6,-6,15,-17
CC1(C)OC(=O)C(=CNNc2ccc(C(F)(F)F)cc2)C(=O)O1,7,2,-88,-0.2,-4,19,0,0
O=C1CSC(=Nc2ccc(Cl)cc2)N1Cc1ccccc1Cl,-6,-6,1,1.1,-7,0,-9,-4
O=C1CSC(=Nc2c(Br)cc(F)cc2Br)N1CCc1ccncc1,1,4,-45,-0.6,-6,-16,-1,-9
NNC(=O)c1cc2ccccc2cc1O,7,-1,-24,0.0,-6,-15,-1,-9
CCOC(=O)c1sc2ccc(NS(=O)(=O)c3ccc(C)cc3)cc2c1C,-6,-68,27,-0.6,-5,5,-39,9
COC(=O)c1c(C)nn(C(=O)c2cccs2)c1-c1snnc1C,1,-1,-2,.,-9,-4,-4,0
N#C/C(C(N)=O)=C1/SC=C(c2ccc(Br)cc2)N1Cc1ccccc1,-1,1,-6,-0.2,-6,5,-1,-3
O=c1ccc(=O)n(CCO)[nH]1,-6,4,-25,0.1,-1,13,4,7
Cn1c(=O)c2cnc(-c3ccc(C(F)(F)F)cc3)nc2n(C)c1=O,2,-1,-48,-0.3,-3,-6,-13,8
S=C(N/N=C/c1c[nH]c2ccccc12)NC1CC1,1,6,25,0.2,-5,0,-6,6
CC(=O)Nc1ccc(OC(=O)c2cccc(Cl)c2)cc1,-8,12,32,-0.2,-2,6,6,5
Cc1nc(S(=O)(=O)Nc2ccccc2C(=O)NCC2CC2)cn1C,-3,4,2,-0.4,-2,12,-7,-2
N#Cc1sc2sc(C#N)c(-c3ccc(Cl)cc3)c2c1N,3,-25,-44,-0.6,-1,-16,29,12

# More structures follow:
SMILES,luminol inh ctr,PME-1 Maybridge,Nox1 inhibitor,NOTCH ag,rat GALR2 ag,OPRK1 antag MB,S1P1 ag,TLR4-MyD88 inh
O=C(Nc1ccc(Cl)cc1)ONC(=O)c1ncc(C(F)(F)F)cc1Cl,-2,0,-26,-0.7,3,2,1,2
O=C(NCc1ccc2c(c1)OCO2)c1cccc2c1OCCCO2,1,-5,-22,-0.1,-8,-21,-11,-1
COCCCNC(=S)N/N=C/c1ccc(Cl)c(Cl)c1,3,5,0,-0.9,-8,-11,-25,-5
Cc1noc(-c2ccccc2)c1NC(=O)NCc1cccs1,-3,9,15,0.3,-1,12,-5,-1
Cc1cc(OC(=O)c2cccc(F)c2)n(-c2ccccc2)n1,4,1,25,0.1,-6,6,8,-5
COC(=O)c1sccc1NC(=O)c1ccc(Cl)cc1Cl,2,-5,0,0.2,1,-9,-11,-5
Cc1cc(C(=O)ONC(=O)Cc2ccccc2)nn1-c1cc(Cl)ccc1Cl,3,1,-31,-0.5,-2,0,-1,-5
CCC(C(N)=O)(c1ccccc1)c1ccc([N+](=O)[O-])cc1 (stereo not drawn),-4,6,36,-0.1,-2,15,-1,4
NS(=O)(=O)c1cccc(NC(=O)c2cccnc2Sc2ccccc2)c1,-1,-2,-6,0.5,-8,-12,5,3
N[C@@H](CO)CSCc1ccccc1,4,-3,-54,-0.7,-4,14,7,0
COc1ccc(OCCC#N)cc1,-5,0,7,0.1,-3,2,-8,11
COC(=O)C1=C(C)NC2=C(C(=O)CC(c3ccco3)C2)C1c1ccc2c(c1)CCO2 (stereo not drawn),0,0,-11,-0.1,-8,0,-19,-1
O=C(Nc1cc(C(F)(F)F)ccc1N1CCCCC1)c1ccncc1,2,2,-1,-0.5,-8,-1,-20,-12
Cc1cc2nc3c(nc2cc1C)C(O)=C3O,0,4,-5,0.3,-3,4,-26,-10
C#CCSc1nccc(-c2sc3ccc(Cl)cc3c2C)n1,2,-4,-25,0.4,-8,-1,-5,-9
CSc1sc(C(=O)O)cc1-c1nc(-c2ccc(Cl)cc2)cs1,-1,-2,-11,0.4,-7,5,5,7
Cc1cc(C(=O)Nc2c(-c3ccccc3)c(C(F)(F)F)nn2C)no1,-4,-2,-14,-0.2,-6,13,-1,-12
CCOC(=O)c1c(-c2ccco2)csc1NC(=O)Nc1ccc(Cl)cc1,3,-42,-38,-0.6,-8,17,-6,-2
COc1cc(OC)cc(C(C)(C)OC(=O)NN)c1,-4,5,-9,-4.9,-6,12,5,0
N/C(=N\OC(=O)c1ccc(Cl)cc1)c1ccno1,3,2,-22,-0.9,-3,12,8,4
N#Cc1ccccc1NC(=O)CSc1ncccn1,-8,9,-3,-0.7,-6,19,-3,-3
Cc1oc(S(=O)(=O)N2CCOCC2)cc1C(=O)Nc1ccc(Cl)cc1,-5,2,-14,-0.1,-5,15,-9,-3
O=c1c2ccccc2sc2ccc(C(F)(F)F)cc12,1,-1,15,-0.5,-5,18,-12,3
O=[N+]([O-])c1cccc(C2Oc3ccccc3C3CC(c4ccccc4)=NN32)c1 (stereo not drawn),3,-2,0,0.1,-8,2,-5,-4
CC12CCC(c3c(C(F)(F)F)n[nH]c31)C2(C)C (stereo not drawn),3,21,-7,-0.6,-5,10,4,7

# Compound profiles, from the list above. Order of screens: luminol inh ctr | PME-1 Maybridge | Nox1 inhibitor | NOTCH ag | rat GALR2 ag | OPRK1 antag MB | S1P1 ag | TLR4-MyD88 inh
# Profile of C#CCSc1nccc(-c2sc3ccc(Cl)cc3c2C)n1 → 2 | -4 | -25 | 0.4 | -8 | -1 | -5 | -9
# Profile of NS(=O)(=O)c1cccc(NC(=O)c2cccnc2Sc2ccccc2)c1 → -1 | -2 | -6 | 0.5 | -8 | -12 | 5 | 3

# At a glance, 19 of the compounds above:
SMILES,luminol inh ctr,PME-1 Maybridge,Nox1 inhibitor,NOTCH ag,rat GALR2 ag,OPRK1 antag MB,S1P1 ag,TLR4-MyD88 inh
N#Cc1sc2sc(C#N)c(-c3ccc(Cl)cc3)c2c1N,3,-25,-44,-0.6,-1,-16,29,12
O=C(Nc1ccc(Cl)cc1)ONC(=O)c1ncc(C(F)(F)F)cc1Cl,-2,0,-26,-0.7,3,2,1,2
O=C(NCc1ccc2c(c1)OCO2)c1cccc2c1OCCCO2,1,-5,-22,-0.1,-8,-21,-11,-1
COCCCNC(=S)N/N=C/c1ccc(Cl)c(Cl)c1,3,5,0,-0.9,-8,-11,-25,-5
Cc1noc(-c2ccccc2)c1NC(=O)NCc1cccs1,-3,9,15,0.3,-1,12,-5,-1
Cc1cc(OC(=O)c2cccc(F)c2)n(-c2ccccc2)n1,4,1,25,0.1,-6,6,8,-5
COC(=O)c1sccc1NC(=O)c1ccc(Cl)cc1Cl,2,-5,0,0.2,1,-9,-11,-5
Cc1cc(C(=O)ONC(=O)Cc2ccccc2)nn1-c1cc(Cl)ccc1Cl,3,1,-31,-0.5,-2,0,-1,-5
CCC(C(N)=O)(c1ccccc1)c1ccc([N+](=O)[O-])cc1 (stereo not drawn),-4,6,36,-0.1,-2,15,-1,4
NS(=O)(=O)c1cccc(NC(=O)c2cccnc2Sc2ccccc2)c1,-1,-2,-6,0.5,-8,-12,5,3
N[C@@H](CO)CSCc1ccccc1,4,-3,-54,-0.7,-4,14,7,0
COc1ccc(OCCC#N)cc1,-5,0,7,0.1,-3,2,-8,11
COC(=O)C1=C(C)NC2=C(C(=O)CC(c3ccco3)C2)C1c1ccc2c(c1)CCO2 (stereo not drawn),0,0,-11,-0.1,-8,0,-19,-1
O=C(Nc1cc(C(F)(F)F)ccc1N1CCCCC1)c1ccncc1,2,2,-1,-0.5,-8,-1,-20,-12
Cc1cc2nc3c(nc2cc1C)C(O)=C3O,0,4,-5,0.3,-3,4,-26,-10
C#CCSc1nccc(-c2sc3ccc(Cl)cc3c2C)n1,2,-4,-25,0.4,-8,-1,-5,-9
CSc1sc(C(=O)O)cc1-c1nc(-c2ccc(Cl)cc2)cs1,-1,-2,-11,0.4,-7,5,5,7
Cc1cc(C(=O)Nc2c(-c3ccccc3)c(C(F)(F)F)nn2C)no1,-4,-2,-14,-0.2,-6,13,-1,-12
CCOC(=O)c1c(-c2ccco2)csc1NC(=O)Nc1ccc(Cl)cc1,3,-42,-38,-0.6,-8,17,-6,-2

# The list continues.
SMILES,luminol inh ctr,PME-1 Maybridge,Nox1 inhibitor,NOTCH ag,rat GALR2 ag,OPRK1 antag MB,S1P1 ag,TLR4-MyD88 inh
O=C(CN1CCCc2ccccc21)N1CCCc2ccccc21,-17,-3,-37,0.5,-8,-18,10,3
Cc1cc(=O)oc2cc(NS(=O)(=O)c3cccs3)ccc12,0,2,6,0.6,0,0,-2,-9
c1ccc2c(c1)NC(c1ccc3c(c1)CCO3)n1cccc1-2 (stereo not drawn),0,-2,-22,-0.4,-7,-34,-14,1
Nc1ncnc(Nc2cc(C(F)(F)F)ccc2Cl)n1,-2,2,-20,-0.4,-2,17,-29,-3
CC(=O)CS(=O)(=O)c1ccc(Cl)cc1,-2,4,24,0.1,-1,1,-4,2
Nc1noc(Cc2c(Cl)cccc2Cl)n1,-6,4,19,-0.1,-8,13,-4,5
COc1cccc2c1c(NS(=O)(=O)c1cccc3nonc13)nn2C,3,0,19,-0.3,-7,-3,1,-1
O=C1c2ccccc2C(=O)N1CN1CCN(c2ccc(C(F)(F)F)cc2[N+](=O)[O-])CC1,-5,3,12,-0.4,-6,26,-8,-10
O=C1NC2(c3ccccc3)NC(=O)NC2(c2ccccc2)N1 (stereo not drawn),1,0,-24,-0.5,-5,-8,-9,-3
O=C(S[C@H]1CCC[C@@H]1C(=O)O)c1ccccc1,-1,1,-47,-0.7,-8,-7,0,-7
Cc1nc(-n2cccc2)sc1C(=O)N/N=C/c1ccccc1Cl,-3,-2,7,-0.3,-7,34,-8,.
O=C(Nc1ccccc1C(=O)NCc1cccs1)c1ccccc1Cl,-2,1,-36,0.3,-6,-9,5,-7
CSC(=NCc1ccco1)NC#N,1,-1,-77,-0.3,-5,3,-14,1
N#Cc1c(N2CCOCC2)nsc1-c1ccc(C(F)(F)F)cc1,0,4,-68,0.4,-5,3,-14,5
O=[N+]([O-])c1ccc(Sc2ncn[nH]2)c([N+](=O)[O-])c1,-2,-1,-19,1.0,-5,7,29,-20
Cc1cc(=O)oc2c1c(C)nn2C,-1,-2,-3,.,-7,-17,-10,-8
CC1CC(NC(=O)/C(C#N)=C/c2ccc[nH]2)CC(C)(C)C1 (stereo not drawn),2,-3,-62,0.2,-10,-28,-6,4
O=c1c(-c2cc(F)ccc2F)c(O)nc2n1CCCC2,-1,4,3,-0.2,-3,12,-13,7
CCOC(=O)c1cc(-c2ccnn2S(=O)(=O)c2cccc(C(F)(F)F)c2)on1,2,-3,-36,-0.3,-6,-12,-2,-5
O=C(O)CSCC(=O)Nc1nc(-c2ccc(F)c(F)c2)cs1,4,-4,-53,-0.5,-4,7,-1,9
CC(C)(C)SCCNc1nc(Sc2ccc(Cl)cc2)nc(N2CCSCC2)n1,1,0,-32,0.6,-11,4,3,3
